HCMV antiviral – qHTS Assay for inhibitors of the human cytomegalovirus (HCMV); HFF cells, HCMV-luciferase reporter, 72 h; stronger effect = lower value; activity change, negative = inhibition, % at 57.5 µM; 410,000 tested, 4.5% active; in the data active means activity change below about -60%; inconclusive means no clear call, values can overlap the other calls; inactive means above about -39%
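After 16 h attachment at 37C, HFF cells received test compound and HCMV-luciferase (1 PFU/cell); reporter luminescence read 72 h later, data normalized against buffer-only and known inhibitor Salinomycin.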
AMA1-RON2 inh – qHTS for Inhibitors of AMA1-RON; Towards Development of Antimalarial Drug Lead: Primary Screen; Potency, µM (doses to about 58.2 µM), inactives show at the highest dose activity change, negative = inhibition, hits mostly inhibitors; AlphaScreen AMA1-biotinylated RON2 peptide binding; 360,000 tested, 0.2% active;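 further: potency means the concentration at half of the fitted maximal effect; 0% = vehicle wells and -100% = peptide control; nearly all actives have a fitted effect of over 45% in size; some results filed as inactive show a strong effect at the top dose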
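AMA1 (3D7) with his tag at 25 nM final met compounds first, then biotinylated RON2 peptide at 25 nM; detection used donor plus acceptor beads, 10 µg/mL apiece, read by AlphaScreen after 30 min at room temperature.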
Sm TGR inh – qHTS Assay for the Inhibitors of Schistosoma Mansoni Peroxiredoxins. purified TGR, DTNB reduction, TNB absorbance 405 nm. Schistosoma mansoni thioredoxin glutathione reductase (TGR), Q962Y6. AID 485364, 2010. Potency, µM (doses to about 114 µM), for inactives: at the top dose activity change, negative = inhibition, hits mostly inhibitors. 360,000 tested, 3% active; further: potency means the concentration at half of the fitted maximal effect; nearly all actives have a fitted effect of over 60% in size
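Kinetic colorimetric format: TGR-catalysed, NADPH-driven DTNB reduction monitored via TNB absorbance. Enzyme dispensed at 20 nM; compound exposure 15 min at room temperature before reaction start.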
Giardia FBPA inh – qHTS Assay for Inhibitors of Fructose-1,6-bisphosphate Aldolase from Giardia Lamblia; purified Giardia FBPA; Potency, µM (titrated, usually from 59.6 µM), for the others: at the top dose activity, negative = inhibition, usual class: inhibitors; 290,000 tested, 0.71% active; further: potency means the concentration at half of the fitted maximal effect; nearly all actives have a fitted effect of over 55% in size
Target sequence (A8B2U2 whole entry, looked up): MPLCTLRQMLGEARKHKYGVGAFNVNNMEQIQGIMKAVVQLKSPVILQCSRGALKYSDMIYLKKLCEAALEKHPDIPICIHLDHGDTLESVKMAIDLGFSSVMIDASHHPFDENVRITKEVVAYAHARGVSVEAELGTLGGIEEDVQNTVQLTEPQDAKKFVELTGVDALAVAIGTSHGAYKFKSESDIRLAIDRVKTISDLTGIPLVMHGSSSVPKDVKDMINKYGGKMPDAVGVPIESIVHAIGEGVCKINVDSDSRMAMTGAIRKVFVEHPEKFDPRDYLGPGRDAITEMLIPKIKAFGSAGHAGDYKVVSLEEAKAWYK
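Giardia FBPA (40 nM reagent) was preincubated 10 min at RT with compound (up to 57.5 uM final), then substrate plus GAPDH/TPI/NAD/arsenate coupling system with diaphorase/resazurin was added; resorufin fluorescence (525/598 nm) was read after 20 min.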
AmpC no deterg – qHTS Inhibitors of AmpC Beta-Lactamase (assay without detergent). P00811. AmpC nitrocefin hydrolysis, absorbance 480 nm, 0.0001% Triton. Potency, µM (highest dose often 57.1 µM), for inactives: at the highest dose activity change, negative = inhibition, actives largely listed as inhibitors. 330,000 tested, 0.52% active;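 further: potency means the concentration at half of the fitted maximal effect; plate controls were no compound for no effect and no enzyme for full effect; nearly all actives have a fitted effect of over 20% in size; some results filed as inactive show a strong effect at the top dose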
Target sequence (P00811 whole entry, looked up): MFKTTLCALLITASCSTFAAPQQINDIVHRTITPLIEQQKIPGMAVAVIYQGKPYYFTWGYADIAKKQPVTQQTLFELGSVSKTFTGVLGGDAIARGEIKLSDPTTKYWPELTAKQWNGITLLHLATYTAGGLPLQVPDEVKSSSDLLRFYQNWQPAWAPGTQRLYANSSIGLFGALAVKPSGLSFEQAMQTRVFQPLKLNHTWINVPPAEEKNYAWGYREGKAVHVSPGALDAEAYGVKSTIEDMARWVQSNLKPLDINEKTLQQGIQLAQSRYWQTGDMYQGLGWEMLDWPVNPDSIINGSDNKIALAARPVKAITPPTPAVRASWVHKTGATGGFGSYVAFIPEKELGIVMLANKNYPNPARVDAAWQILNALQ
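AmpC (5.3 nM in the dispensed reagent) in 20 mM phosphate pH 7.0 with 0.01% (detergent screen) or 0.0001% Triton X-100 was preincubated with compounds for 15 min at room temperature. Nitrocefin was then added from an 800 uM solution, and hydrolysis was followed at 480 nm.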
AmpC inh detg – qHTS Inhibitors of AmpC Beta-Lactamase (assay with detergent); P00811; AmpC hydrolysis of nitrocefin, absorbance 480 nm, 0.01% Triton; Potency, µM (series often up to 114 µM), inactives show at the top dose activity change, negative = inhibition, actives largely listed as inhibitors; 370,000 tested, 0.041% active; AID 485294, 2010;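 further: potency means the concentration at half of the fitted maximal effect; 0% = no-compound wells and -100% = no-enzyme wells; nearly all actives have a fitted effect of over 25% in size; some results filed as inactive show a strong effect at the top dose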
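AmpC (5.3 nM in the dispensed reagent) in 20 mM phosphate pH 7.0 with 0.01% (detergent screen) or 0.0001% Triton X-100 was preincubated with compounds for 15 min at room temperature. Nitrocefin was then added from an 800 uM solution, and hydrolysis was followed at 480 nm.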
An asterisk follows results filed as active; ? = inconclusive; / = no result given; [ ] = dose if it differs, or a comment. Unless noted, the call rests on the fitted dose curve; in most records, active means well fitted curve in the direction sought with a large enough effect; inconclusive means small, poorly fitted or top-dose-only effect, or another doubt; inactive means no such curve, though single readings can be large; an effect the other way counts as inactive or inconclusive. Unless noted, on the % scale 0 is the no-effect control and ±100 the full control effect.

Values run as follows: HCMV antiviral, AMA1-RON2 inh, Sm TGR inh, Giardia FBPA inh, AmpC no deterg, AmpC inh detg
COc1ccc(C(C)=O)cc1COc1cc(C)c(Cl)c(C)c1
 : -8, -2%, 3%, 1%, -5%, -2%
CC(C)Cc1nnc(NC(=O)CCC(=O)NC2CC2)s1
 : 5, -2%, -9%, 5%, -6%, ?
O=C(N/N=C/C(Br)=C/c1ccccc1)c1ccncc1
 : ?, 103%[activator], -24%, -9%, 42%, -8%
Cc1cc(NC(=O)CSc2nnc(C3CC3)n2-c2ccccc2)no1
 : ?, 0%, 5%, 2%, -10%, 1%
Cc1cc(C)cc(NC(=S)N2CCC(NC(=O)C3CC3)CC2)c1
 : 31, -19%, -11%, -25%, 2%, -1%
COc1cc(OC)c(NC2=CC(=O)C(=O)c3ccccc32)cc1Cl
 : -82*, -15%, ?, ?, -18%, 1%
Cc1ccc(S(=O)(=O)c2nnn3c2nc(N2CCC(C)CC2)c2cc(Cl)ccc23)cc1C
 : 13, /, 4%, /, /, -4%
O=C(NCc1cccs1)c1cc(-c2ccccc2)nc2ccccc12
 : -32, 6%, -6%, 0%, -18%, ?
Cc1ccc(NC(=O)Cn2ccc(=O)[nH]c2=O)cc1
 : 37, 20%, 9%, 10%, -12%, 1%
Cc1ccc(S(=O)(=O)N2CCOCC2)cc1NC(=O)COC(=O)c1ccccc1OCc1c(C)noc1C
 : -29, 7%[11.6 µM], -2%, 6%, 35%, -20%
CC(C)c1ccc(NC(=O)c2cc(S(=O)(=O)N(C)C3CCCCC3)ccc2F)cc1
 : -27, /, 10%, /, /, 10%
COCCn1c(C)cc(O)c(C(c2ccccc2)N2CCN(c3ccccc3F)CC2)c1=O (centres undefined)
 : 9, /, 7.1µM*, /, /, 1%
CC(=O)/C(=N\Nc1ccccc1)Sc1cccc2cccnc12
 : 10, ?, 3%, 5%, -21%, -12%
CCN(c1cccc(C)c1)S(=O)(=O)c1ccc2[nH]c(=O)c(=O)[nH]c2c1
 : 20, -6%, 4%, 11%, -28%, -14%
NC1=NS(=O)(=O)NC1c1ccc(F)cc1 (centres undefined)
 : -1, -8%, 3%, 3%, -16%, 1%
COc1cccc(CNc2nc3nc(C)cc(C)n3n2)c1
 : -14, 15%, 8%, 1%, -15%, 9%
COC(=O)c1c(C(=O)OC)c(-c2ccc(OC)cc2)n2c1CCC2
 : ?, 13%, 1%, 2%, 3%, -4%
c1csc(-c2noc(CN3CCc4sccc4C3)n2)c1
 : 24, 5%, -1%, -9%, -15%, 4%
S=c1[nH]nc(-c2ccc(Br)cc2)n1-c1ccc(Br)cc1
 : 36, 132%[activator], 16%, 29%, -43%, ?
CCC(=O)N(Cc1cc2ccc(C)cc2n2nnnc12)C1CCCCC1
 : 1, 2%, -6%, 9%, -19%, -8%
CC(Nc1ccccc1)c1cccnc1 (centres undefined)
 : 5, -4%, /, -1%, -6%, 4%
CCCN(CC(=O)Nc1ccc(Cl)cc1Cl)C(=O)/C=C/c1cccc([N+](=O)[O-])c1
 : -36, -12%, -5%, -2%, -24%, ?
CN(c1ccccc1)S(=O)(=O)c1cccc(C(=O)Nc2cccc(C(=O)NC3CC3)c2)c1
 : -19, 15%, -3%, /, -29%, 0%
O=C1Nc2ccccc2/C1=C/c1cccnc1
 : -18, 6%, 1%, -4%, -11%, 1%
Cc1cc(NC(=O)C(=O)c2c(C)[nH]c3ccccc23)no1
 : 9, -11%, ?, 9%, -10%, 4%
Cc1cccc(NC(=O)c2nc[nH]c2C(=O)N[C@@H](CCCCNC(=O)OC(C)(C)C)C(=O)OC(C)(C)C)c1
 : -12, 110%[activator], 2%, ?, 85%[activator], -3%
CC(C)N(Cc1ccccc1)C(=O)CN1C(=O)CSc2ccc(S(=O)(=O)N3CCCC3)cc21
 : -22, /, 1%, /, /, 0%
CC(CN1CCCCC1)C(=O)NNC(=O)C12CC3CC(CC(C3)C1)C2 (centres undefined)
 : 15, -10%, 3%, 6%, -18%, 7%
O=C(O)COc1ccc(NC(=O)C(c2ccccc2)c2ccccc2)cc1
 : -5, 0%, 9%, 3%, -16%, ?
COc1cc2c(cc1NC(=O)CCCCCN1C(=O)CCC1=O)oc1ccccc12
 : 4, -9%, -9%, 0%, 192%[activator], -8%

A draw from above in order of length of the SMILES, highest first.
Values run as follows: HCMV antiviral, AMA1-RON2 inh, Sm TGR inh, Giardia FBPA inh, AmpC no deterg, AmpC inh detg
Cc1ccc(S(=O)(=O)N2CCOCC2)cc1NC(=O)COC(=O)c1ccccc1OCc1c(C)noc1C
 : -29, 7%[11.6 µM], -2%, 6%, 35%, -20%
Cc1ccc(S(=O)(=O)c2nnn3c2nc(N2CCC(C)CC2)c2cc(Cl)ccc23)cc1C
 : 13, /, 4%, /, /, -4%
CCC(=O)N(Cc1cc2ccc(C)cc2n2nnnc12)C1CCCCC1
 : 1, 2%, -6%, 9%, -19%, -8%
COc1ccc(C(C)=O)cc1COc1cc(C)c(Cl)c(C)c1
 : -8, -2%, 3%, 1%, -5%, -2%
CC(=O)/C(=N\Nc1ccccc1)Sc1cccc2cccnc12
 : 10, ?, 3%, 5%, -21%, -12%
COc1cccc(CNc2nc3nc(C)cc(C)n3n2)c1
 : -14, 15%, 8%, 1%, -15%, 9%
O=C1Nc2ccccc2/C1=C/c1cccnc1
 : -18, 6%, 1%, -4%, -11%, 1%

(listing goes on)
Values run as follows: HCMV antiviral, AMA1-RON2 inh, Sm TGR inh, Giardia FBPA inh, AmpC no deterg, AmpC inh detg
COC(=O)c1c(NC(=O)C(C)C)sc2c1CCN(Cc1ccccc1)C2
 : -18, -18%, -22%, ?, 48%, ?
CC(=O)C(Cc1ccccc1)NC(=O)CN1c2cccc3cccc(c23)S1(=O)=O (centres undefined)
 : -16, -9%[11.6 µM], -7%, /, -16%, 1%
COc1ccc2[nH]c3c(=O)n(/N=C/c4ccc(OC)c(CN5CCCC5)c4)c(C)nc3c2c1
 : ?, -1%, ?, -14%, 43%, 0%
c1ccc2c(c1)Sc1ccccc1N2CC1CN2CCC1CC2 (centres undefined)
 : -60*, -13%, -2%, 1%, 17%, -3%
O=S(=O)(Cc1ccccc1)Nc1cccc(F)c1
 : -9, 22%, 2%, 3%, -13%, -9%
Cc1ccc(S(=O)(=O)Nc2ccc3c(c2)C(=O)N([C@H](C)CO)C[C@H](C)[C@@H](CN(C)C(=O)Nc2ccc4c(c2)OCO4)O3)cc1
 : 6, -7%, /, /, 115%[activator], /
C/C(CCc1oc2ccc(Cl)cc2c1-c1ccc(C)o1)=N\O
 : 3, -23%, 25µM*, -8%, 2%, -1%
O=S(=O)(NCCCN1CCOCC1)c1ccc2ccccc2c1
 : -34, 6%, -30%, 1%, -4%, -2%
O=C(CCCn1cnc2ccccc2c1=O)Nc1ccccc1F
 : 79, -9%, -4%, 9%, -16%, 4%
O=C(COc1ccccc1Cl)OCc1cc(=O)n2nc(-c3cccs3)sc2n1
 : 20, /, 1%, /, /, 4%
CCCOC1CCCN(C(=O)c2cc(COc3c(F)cccc3F)on2)C1 (centres undefined)
 : 58, 23%, -12%, /, 109%[activator], 9%
Cc1cc(C)n(C(=O)COc2ccccc2C)n1
 : 20, 0%, -2%, 2%, -10%, -2%
CCNC(=S)Nc1ccc(OCC)cc1
 : ?, -4%, -1%, -3%, -22%, ?
O=C(NCc1ccccc1)c1cc(-c2ccncc2)nc2ccc(S(=O)(=O)N3CCOCC3)cc12
 : 33, -2%, -15%, 1%, -1%, ?
CCCNC(=O)CN(C1CCCCC1)S(C)(=O)=O
 : 2, -1%, 3%, 10%, /, 2%
O=C(CCc1ccccc1)N1CCc2c([nH]c3ccccc23)C1c1ccc(F)cc1 (centres undefined)
 : -90*, /, 48%[activator], /, /, -6%
Cn1c(/C=C/c2ccc(Cl)cc2)nc2ccccc2c1=O
 : -22, 21%, -6%, -7%, -5%, 4%
Oc1ccccc1C=Nc1ccccc1-c1nc2ccccc2[nH]1
 : -33, 37%[activator], 0%, 2%, -34%, -7%
CCOc1ccc(NC(=O)Cn2nnc(-c3ccccc3NC(=O)CC)n2)cc1
 : -14, 2%, -8%, -1%, -2%, -11%
COc1cccc(-n2nnc3c(=O)n(Cc4ccc(C)cc4)cnc32)c1
 : 34, 4%, 9%, 6%, -14%, -13%
CCOc1ccc(-n2nnnc2SCC(=O)NC2CCCC2)cc1
 : -14, 15%, -2%, /, -3%, 2%
O=C(c1ccco1)N1c2ccccc2Sc2ccccc21
 : ?, 4%, ?, -3%, -14%, -1%
CCOC(=O)C1CCCN(C(=O)CCNS(=O)(=O)c2cc(Br)cnc2N)C1 (centres undefined)
 : -35, 0%, -6%, /, 18%, -1%
C=CCN1C(=O)/C(=C2/Sc3ccc(OC)cc3N2C)SC1=NCc1ccccc1
 : 25, -1%, 9%, 7%, -17%, 2%
CCC1=NN(C(=O)c2cccc([N+](=O)[O-])c2)C(O)(c2ccc(C)cc2)C1 (centres undefined)
 : -6, 57%[activator], 6%, ?, -45%, ?
CCOCCCNS(=O)(=O)c1ccc(NC(=O)N2c3ccccc3Sc3ccccc32)cc1
 : -19, -24%, -2%, -5%, 39%, -14%
CC(=O)Nc1ccc(S(=O)(=O)NCc2ccc(C(=O)NC(C)c3ccccc3)cc2)cc1 (centres undefined)
 : 12, -3%, 5%, 3%, ?, 1%
CCOc1ccc(NC(=O)CC2C(=O)NCCN2C(=O)c2ccc(Cl)cc2)cc1 (centres undefined)
 : 2, -16%, 8%, -2%, 26%, 7%
CSc1ccccc1C(=O)N1CCCC(CNC(=O)c2ccc(F)cc2)C1 (centres undefined)
 : ?, -12%, -5%, 4%, -1%, -11%
COc1ccc(S(=O)(=O)Nc2c(NC3CCCCC3)c3ccccc3oc2=O)cc1Cl
 : -19, -13%, -3%, /, -26%, ?
O=S(=O)(c1cccc2ccccc12)N1CCSC1
 : -37, -5%, 4%, -15%, -41%, -2%
O=C(Nc1nccs1)c1cnccn1
 : 29, 90%[activator], 0%, -20%, -9%, ?

Screens deposited in PubChem by National Center for Advancing Translational Sciences (NCATS).
